High-throughput results deposited in PubChem by several laboratories.
TDP2 inh = blocks human TDP2 phosphodiesterase activity; actives 0.34% (n = 370,000); inhibition, % at 12.8 µM; recombinant TDP2, T5PNP hydrolysis, p-nitrophenol absorbance 415 nm; O95551;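 active = inhibition above the mean of all tested compounds plus 3 SD, set per campaign, cut at about 25% in these data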;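 also: 0% = DMSO with enzyme and 100% = buffer with substrate but no TDP2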
Target sequence (O95551 whole entry, looked up): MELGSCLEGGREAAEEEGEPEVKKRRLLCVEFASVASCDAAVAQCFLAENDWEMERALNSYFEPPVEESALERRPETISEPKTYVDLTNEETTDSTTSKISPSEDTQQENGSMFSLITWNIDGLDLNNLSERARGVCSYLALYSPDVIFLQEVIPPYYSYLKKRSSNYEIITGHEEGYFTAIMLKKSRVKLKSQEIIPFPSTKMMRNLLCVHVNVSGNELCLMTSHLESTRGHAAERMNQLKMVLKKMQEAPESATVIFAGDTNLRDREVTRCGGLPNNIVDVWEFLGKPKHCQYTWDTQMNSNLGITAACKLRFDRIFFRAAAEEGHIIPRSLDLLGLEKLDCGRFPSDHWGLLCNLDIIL
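Read-out basis: percent inhibition. System: recombinant human TDP2. Buffer or medium: Mg2+-containing Tris-HCl buffer, pH 7.5. Repeats: single replicate. Timing: reaction 2 h, 37 °C. Benchmarks: high control without enzyme, low control DMSO plus TDP2. Probe or stimulus: 5 mM T5PNP. Doses: 12.8 µM only. Measured by: epi absorbance of p-nitrophenol freed from T5PNP by hydrolysis.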
PRMT1 inh = PRMT1 (human) inhibition, primary screen; actives 1.3% (n = 370,000); recombinant PRMT1, activity-based probe fluorescence polarization; Q99873; inhibition, % at 2.79 µM; AID 652257;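 active = inhibition above about 21% made by adding two undisclosed values, limit read from the data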
HTRA1 inh = blocks human HTRA1 serine peptidase | recombinant HTRA1, FP-rhodamine activity-based probe, fluorescence polarization | Q92743 | inhibition, % at 5.96 µM | actives 0.5% (n = 340,000); in the data active = inhibition above about 36%;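 also: 0% = enzyme with DMSO and 100% = wells lacking enzyme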
NPR2 activator = GC-B (human) receptor activation. activation, % at 10 µM. HEK293-GC-B cells, CNP EC30, cGMP TR-FRET; 0% at EC30 CNP, 100% saturating CNP. P20594. actives 0.11% (n = 370,000);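 active = activation at 10 µM reaching about 35% in either raw or pattern-adjusted values, limit read from the data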
LEDGF integ inh = blocks HIV-1 LEDGF/p75-dependent DNA integration | inhibition, % at 3.7 µM | actives 0.64% (n = 370,000) | TR-FRET IN-LEDGF/p75 DNA integration, Eu/Cy5;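 active = inhibition above the screen-wide mean plus 3 SD, cut at about 13% in these data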;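 also: signal is the Cy5 over europium emission ratio at 671 and 618 nm; 0% = plate median of compound wells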
rCAG RNA binder = binds r(CAG) RNA repeats | actives 1.3% (n = 370,000) | inhibition, % at 3 µM | r(CAG) RNA repeat, TO-PRO-1 dye displacement fluorescence | AID 651821;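 active = inhibition above the plate cutoff, the mean of all test compounds on that plate plus 3 SD, cut at about 35% in these data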;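 also: 0% = DMSO alone and 100% = 100 µM mitoxantrone as full dye displacement; higher means more dye released from RNA so lower well fluorescence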
TCR CD3 inh = inhibitors of human TCR-CD3 interaction; TAMRA-labeled TCR probe fluorescence, biochemical; inhibition, % at 9.4 µM; actives 0.37% (n = 360,000); in the data active = inhibition above about 19%;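 also: recombinant mutant TCR 2C K166C tagged with TAMRA read by polarization; 0% = receptor in buffer alone and 100% = receptor with positive control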
MBD2 inh = inhibitors of human MBD2 binding to methylated oligonucleotide | Q9UBB5 | inhibition, % at 4.4 µM | TR-FRET | actives 0.31% (n = 370,000); in the data active = inhibition above about 13%
Target sequence (Q9UBB5 whole entry, looked up): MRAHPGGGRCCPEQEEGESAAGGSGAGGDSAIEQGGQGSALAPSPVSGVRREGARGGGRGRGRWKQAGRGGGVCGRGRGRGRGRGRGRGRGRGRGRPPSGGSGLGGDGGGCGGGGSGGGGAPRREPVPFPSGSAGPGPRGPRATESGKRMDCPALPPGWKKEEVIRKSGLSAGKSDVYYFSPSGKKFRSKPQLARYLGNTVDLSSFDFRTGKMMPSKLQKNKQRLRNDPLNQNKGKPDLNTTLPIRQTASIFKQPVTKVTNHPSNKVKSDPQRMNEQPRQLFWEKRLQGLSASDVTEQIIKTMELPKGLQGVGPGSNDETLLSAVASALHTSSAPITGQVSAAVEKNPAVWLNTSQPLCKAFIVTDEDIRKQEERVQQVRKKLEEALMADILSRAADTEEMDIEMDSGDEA
SIAE primary = human SIAE inhibition, primary screen. Q9HAT2. SIAE FP-Rh probe binding, fluorescence polarization. inhibition, % at 9.66 µM. actives 0.69% (n = 370,000);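 active = inhibition above a cutoff: mean of compounds within the control limits plus 3 SD of those, cut at about 17% in these data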;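 also: 0% = plate median of compound wells and 100% = probe without SIAE protein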
ABHD4 inh = ABHD4 (mouse) inhibition, primary FP screen; actives 0.54% (n = 370,000); AID 720543; Q8VD66; purified mABHD4, FP-Rh probe fluorescence polarization; inhibition, % at 8.92 µM;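 active = inhibition exceeding the mean over every tested compound plus 3 SD, cut at about 30% in these data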;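 also: 0% = plate median of compound wells and 100% = S159A mutant with DMSO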
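Assay system: mouse ABHD4 enzyme, wild type / Also added: fluorescent activity-based probe FP-Rh / Doses: single nominal dose of 8.92 µM, 0.89% DMSO final / Timing: 45 min compound pre-incubation plus 60 min probe step, 25 °C / Signal: FP readout, ex 525 nm / em 598 nm / Control set: S159A mutant/DMSO as 100%, compound-well median as 0%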
* = called active by the depositor; · = not tested or not shown. A portion of the library; the hit share may differ from the screen's.

Order of values – TDP2 inh, PRMT1 inh, HTRA1 inh, NPR2 activator, LEDGF integ inh, rCAG RNA binder, TCR CD3 inh, MBD2 inh, SIAE primary, ABHD4 inh
> Cc1ccc(S(=O)(=O)N2CCN(C(=O)CSCc3ccc(C(C)C)cc3)CC2)cc1
→ -5, 2, -14, 1, 1, 2, 3, 2, -4, -5
> CCC1(CC)NC(=O)N(CC(=O)Nc2ccc(-n3cnnn3)cc2)C1=O
→ 4, -2, -5, 4, 1, 2, 3, -7, 4, 0
> CN(C)S(=O)(=O)c1ccc(N2CCCC2)c(C(=O)NNC(=O)COc2ccccc2F)c1
→ -11, -3, 7, -4, -2, 0, -4, -1, -4, -2
> O=C(c1ccc(F)cc1)N1CCN(c2ccc(N3CCOCC3)nn2)CC1
→ -8, 0, -1, 2, -2, -4, -5, 2, -1, 4
> Cc1ccc(-c2ccc3c(c2)O[C@H](CN(C)C(=O)CC2CC2)[C@H](C)CN([C@@H](C)CO)S3(=O)=O)cc1
→ 7, 6, -3, 5, -3, 2, -2, 1, -7, 4
> O=[N+]([O-])c1ccc(S(=O)(=O)NCCc2ccncc2)cc1
→ 9, -2, 5, 0, 5, -2, -1, -3, -7, 0
> CSc1ccccc1C(=O)Nc1nccs1
→ 3, 2, 0, -4, 6, 0, -11, 6, 1, -8
> CCCCC(=O)Nc1cccn2ncnc12
→ 0, 4, 4, -2, -5, 4, -1, -3, 0, 2
> CCOC(=O)CC(C)(C)/C(C)=N/Nc1ccc([N+](=O)[O-])cc1[N+](=O)[O-]
→ 13, 0, 0, -7, -1, -3, 8, -2, 9, 0
> Cc1ccc(S(=O)(=O)N2c3ccccc3NC(=O)CC2C)cc1 (stereo unspecified)
→ -1, -2, 2, -2, 2, -1, -5, 1, 10, -1
> COc1nonc1NC(=O)CSc1nc2ccccc2[nH]1
→ -11, 2, -3, -8, 3, 0, 0, -3, -5, -8
> Cc1noc(C)c1NC(=O)N(C)C[C@@H]1OCc2cnnn2CCCC(=O)N([C@@H](C)CO)C[C@H]1C
→ -5, 0, 3, 3, -3, 0, 7, 3, -6, -3
> CCc1ccc(C(=O)NNC(=O)CC2OC(=O)c3ccccc32)cc1 (stereo unspecified)
→ 3, -2, -9, 2, -5, 5, -6, 0, -5, 5
> COc1ccc(Cl)cc1C(=O)N1CCN(c2ccccn2)CC1
→ 6, 1, 6, -4, 1, -1, -7, 3, 4, -1
> O=C(CO/N=C/c1ccc(OC(F)F)cc1)NCc1ccc(F)cc1
→ -2, -2, -7, -1, 2, -4, 3, 5, -2, 0
> C[C@H]1CN([C@@H](C)CO)C(=O)c2cc(Br)cnc2O[C@H]1CN(C)S(=O)(=O)c1ccccc1F
→ 1, -4, 2, -1, -2, 3, 6, 1, -6, 6
> O=C(CSc1n[nH]c(=O)n1Cc1ccco1)Nc1ccccc1
→ -6, 2, ·, -2, -3, 2, -1, 4, 5, 3
> COc1ccc2oc(C(=O)NC3(C)CCS(=O)(=O)C3)c(C)c2c1 (stereo unspecified)
→ 5, 1, -1, -2, -1, 2, 4, -3, 1, 3
> CN(Cc1ccccc1)Cc1nc2c(c(=O)n(C)c(=O)n2C)n1CCCc1ccccc1
→ 3, -1, -10, 2, -4, -7, -1, 3, -2, 5
> Cc1cc(C(=O)CSc2nc3ccccc3[nH]2)c(C)n1CC1CCCO1 (stereo unspecified)
→ -15, 9, -7, -4, 4, 6, 6, -1, 0, -4
> O=C(Nc1nc2nccc(-c3ccccc3)n2n1)c1ccccc1
→ -13, 9, -1, 2, -9, 1, -3, 1, -5, 3
> CNC(=S)N1N=C2c3ccccc3CCC2C1c1ccccc1Cl (stereo unspecified)
→ 14, -6, -23, 1, 2, 0, 3, 0, 4, 4
> O=C(CCCN1C(=O)c2ccccc2C1=O)Nc1ccc(S(=O)(=O)N2CCOCC2)cc1
→ 1, -1, 2, -1, 1, -4, 1, 3, -10, 5
> COc1ccc(CCNC(=O)COC(=O)CCC(=O)c2ccc(F)cc2)cc1
→ -1, 0, 0, -1, 2, -4, 1, -2, -1, -3
> Cc1ccc(Cl)cc1N1CCN(CC(=O)Nc2ccc(CN3CCCCC3)cc2)CC1
→ -16, -2, -1, -6, -2, -2, 3, -1, -8, 3
> CN1CCN(C2=NC(=O)/C(=C/c3cn[nH]c3-c3ccccc3)S2)CC1
→ 2, -1, -5, -3, 0, -2, 0, -5, -4, 7
> CC(NC(=O)CN1CCN(c2ccc(Cl)cc2)CC1)c1ccccc1 (stereo unspecified)
→ -5, -1, 4, 0, 4, -1, -2, 1, -2, -6
> CCn1c(SCC(=O)OC(C)C)nnc1-c1cccc(Cl)c1
→ 5, -2, 5, -3, 2, -4, -2, -2, 8, 0
> Cc1ccc(NC(=O)Nc2cccs2)nc1
→ -9, 2, -9, -3, 0, 4, 6, 5, 1, 0
> CCCCCCNC(=O)CCCCCNS(=O)(=O)c1ccc(OC)cc1
→ 6, 0, -4, -5, 1, -7, 5, 0, 2, 1
> O=C1Cc2cc(S(=O)(=O)N3CCNCC3)ccc2N1
→ 2, 4, 1, 1, -1, 6, -5, -2, 2, 9
> COc1cccc(C(C)(O)c2nc(-c3ccc(S(C)(=O)=O)cc3)cs2)c1 (stereo unspecified)
→ 1, 3, ·, -2, 0, 1, -1, -2, -5, -8
> O=C(CC1CCCC1)NNC(=O)c1ccc(Br)cc1
→ 8, 2, -1, 0, -2, 1, -10, -2, 2, 1
> Cn1c(=O)c(=O)n(C)c2cc(S(=O)(=O)Nc3ccc(OC(F)(F)F)cc3)ccc21
→ 3, -2, 3, -1, -1, 2, 10, 4, 6, 6
> CC(C)(C)Cn1c(=O)[nH]c(=O)c2cc([N+](=O)[O-])cnc21
→ -3, -2, -3, -5, 0, 5, 4, 1, 9, 0
> Cc1cc2nnc(SCC(=O)N3C(C)CCCC3C)n2c(N)n1 (stereo unspecified)
→ -3, -3, 1, 1, 2, -3, 2, 4, -8, 4
> Cc1nc(N=C(N)N)nc2c(C)cccc12
→ -14, -3, 8, 0, 6, 22, 4, 6, -2, 0
> O=C(c1ccccc1[N+](=O)[O-])N(CCc1ccccc1)Cc1ccccc1
→ 1, -2, -12, -4, 3, -3, -1, -7, -4, 1
> C[C@H](CO)N1C[C@H](C)[C@@H](CN(C)C(=O)NC2CCCCC2)Oc2ccc(NS(=O)(=O)c3cn(C)cn3)cc2C1=O
→ -4, -2, 11, 0, 8, 1, 0, 10, 2, -2
> CCn1c(=O)n(CC(=O)NCC2CCCO2)c(=O)c2c3c(sc21)COC(C)(C)C3 (stereo unspecified)
→ -4, 1, 0, 4, 2, -3, 1, 2, 1, 2
> COCCn1c(SC2CCCCC2=O)nnc1-c1ccncc1 (stereo unspecified)
→ -3, -6, 4, 1, 2, 0, 0, -3, 3, 0
> CC(C)[C@H]1C(=O)Nc2ccccc2N1C(=O)N[C@@H](Cc1ccccc1)C(=O)N[C@@H](C(=O)O)c1ccccc1
→ -2, 3, 1, 1, -3, 15, 1, 9, -2, -13
> O=C(Nc1ccc2c(c1)OCCO2)c1cnn(-c2ccccc2)n1
→ 1, 0, -10, 1, -1, 3, 5, -4, -4, -9
> O=C(Nc1cccn(Cc2c(Cl)cccc2Cl)c1=O)c1c(Cl)cccc1Cl
→ -6, 0, -19, -4, 3, 2, 5, 2, -2, 1
> Cc1cccc(C)c1C(O)c1ncc(-c2cccc3ccccc23)[nH]1 (stereo unspecified)
→ -3, -3, ·, 2, -2, 2, 2, -4, -3, 5
> CC(C)c1ccc(C(=O)N(c2ccccn2)C(C)c2ccco2)cc1 (stereo unspecified)
→ 1, 2, 2, 1, -2, -8, -2, -4, -3, 1
> COc1ccc(C(=O)C2CCCN(C(=O)CCNC(C)=O)C2)cc1OC (stereo unspecified)
→ -6, 4, 8, -1, -2, -5, 1, 1, -5, 0
> Cc1cc(O)cc(O)c1/C=N/NC(=O)c1ccc2c(c1)OCCO2
→ 6, 2, 30, 0, -6, 5, 5, -4, 12, 17
> O=C(Nc1ccc(-c2nc3ccccc3o2)cc1)c1cccnc1
→ -5, -2, -22, -2, 0, 4, 6, 0, -15, -4
> O=C1CN(C(=O)C2CCC(=O)N(CCc3ccc(Cl)cc3)C2)CCN1 (stereo unspecified)
→ 17, 0, 3, 0, -4, -4, -1, 0, -1, 8
> CCOC(=O)C1(C)CCN1C(=O)c1c(F)cccc1F (stereo unspecified)
→ 0, 2, ·, 3, 0, 1, -1, 4, 2, 4
> O=C(CSc1ccc2nnc(-c3cccnc3)n2n1)Nc1ccccc1F
→ -8, 7, 10, 1, 1, 0, 0, -1, 0, 0
> COc1ccc(CNc2nc3ccccc3n2Cc2ccc(Cl)cc2)cc1OC
→ 0, 0, -16, -4, 0, -5, 6, -2, 15, 3
> CC(=O)Nc1ccc(SC[C@H](CC(C)C)N2CCN(CC(C)C)CCC2=O)cc1
→ -6, 23*, -6, 5, -4, -10, 2, 2, -1, -6
> COCC(C)NC(=O)c1ccc2c(c1)S(=O)(=O)c1ccccc1C2=O (stereo unspecified)
→ -6, 0, 6, -3, -3, -4, 3, -9, 2, 3
> CCOC(=O)CC(NC(=O)c1cccs1)c1ccc(C)cc1 (stereo unspecified)
→ -9, 1, -7, -6, 0, -1, 2, -3, -1, -5

An excerpt from above in order of their number in ABHD4 inh, ascending.
SMILES | ABHD4 inh
COCC(C)NC(=O)c1ccc2c(c1)S(=O)(=O)c1ccccc1C2=O (stereo unspecified) | 3
O=C1CN(C(=O)C2CCC(=O)N(CCc3ccc(Cl)cc3)C2)CCN1 (stereo unspecified) | 8
Cc1cc(O)cc(O)c1/C=N/NC(=O)c1ccc2c(c1)OCCO2 | 17
